SKN-1 block: inhibitors of C. elegans SKN-1 | C. elegans VP596 Pgst-4::GFP/RFP ratio, acrylamide-induced, 24 h | inhibition, % at 21.8 µM | 360,000 compounds, 0.49% hits | AID 624304;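 active = interference check ratio from 0.5 to 1.5 plus GFP to RFP signal ratio inhibition reaching or exceeding a fixed threshold, cut at about 30% in these data, passing the limit was not always enough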; note: some compounds called inactive have numbers as strong as hits
E coli Lon inh: inhibits E. coli Lon protease; AID 602123; P0A9M0; 360,000 compounds, 0.42% hits; inhibition, % at 7.94 µM; purified E. coli Lon protease, fluorescence polarization; in the data active = inhibition above about 13%, passing the limit was not always enough;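 note: 0% = enzyme with probe and DMSO and 100% = no enzyme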
MT1-MMP act inh: inhibitors of human MT1-MMP activation; 360,000 compounds, 0.061% hits; P50281; HT1080 RFP-PRO-GFP cells, GFP/RFP ratio fluorescence, overnight; percent of plate control window, DMSO zero; GFP/RFP ratio change, % at 20 µM;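 active = GFP/RFP ratio change of at least 30% with cell ATP level not reduced by more than half and red fluorescence within 50% of control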; note: strong numbers were not always called active
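Read-out: GFP/RFP fluorescence ratio; Test system: RFP-PRO-GFP reporter HT1080 cells; Compound dosing: single-point 20 µM compound, 1% DMSO; Times: overnight compound exposure at 37 °C.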
MsrA inh: inhibits bovine methionine sulfoxide reductase A; 360,000 compounds, 0.75% hits; purified bovine MsrA, absorbance read-out; inhibition, % at 15.5 µM; AID 651718; in the data active = inhibition above about 4.5%;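 note: 0% = vehicle wells with enzyme and 100% = reference inhibitor wells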
FAS-TE inh: FAS thioesterase (human) inhibition | 360,000 compounds, 0.67% hits | recombinant FAS-TE, OMFH fluorogenic substrate, fluorescence endpoint | inhibition, % at 15 µM | P49327;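 active = compounds whose normalised, plate-corrected inhibition of enzyme fluorescence in the single-dose primary screen is 50% or more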;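 note: 0% = DMSO with enzyme and 100% = substrate without enzyme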
bovine MsrA act: activators of bovine methionine sulfoxide reductase A | purified bovine MsrA, absorbance read-out | AID 602163 | 360,000 compounds, 0.3% hits | activation, % at 10.6 µM; in the data active = activation above about 7.5%;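 note: 0% = vehicle and 100% = reference activator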
Tb MetRS inh: Trypanosoma brucei MetRS inhibition; 360,000 compounds, 0.4% hits; AID 624268; purified T. brucei MetRS, ATP depletion, Kinase-Glo luminescence; inhibition, % at 11.9 µM;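 active = inhibition above a per-plate cutoff of the control wells' mean inhibition plus 3 SD, cut at about 5.5% in these data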;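 note: 0% = DMSO wells median and 100% = median of wells with control inhibitor compound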
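assay system = parasite MetRS enzyme | timing = 15 min preincubation, 2 h reaction, all 25 °C | evaluation = percent inhibition relative to median high and low control wells | medium = HEPES buffer containing pyrophosphatase, BSA, spermine, DTT | compound = single dose, 11.9 µM final nominal, 0.9% final DMSO | detection = Kinase-Glo luminescence, ATP depletion format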
CendR NRP1 mod: alters CendR peptide binding to human NRP-1 | O14786 | FAM-RPARPAR peptide binding to NRP-1, fluorescence polarization | inhibition, % at 25 µM | 360,000 compounds, 0.85% hits | AID 602438;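 active = inhibition or corrected inhibition above about 18%, plus a signal ratio from 0.5 to 1.5, limit read from the data, passing the limit was not always enough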; note: strong numbers were not always called active
MLLE-PAM2 inh: blocks PAM2 peptide binding to the PABP1 MLLE domain; P11940; GST-MLLE / FITC-PAM2 fluorescence polarization; inhibition, % at 20 µM; 360,000 compounds, 0.36% hits; AID 588489; in the data active = inhibition above about 35%, passing the limit was not always enough;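 note: plate controls were DMSO wells with GST-MLLE for no effect and wells lacking GST-MLLE protein for full effect; some results filed as inactive read as strong as hits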
Target sequence (P11940 whole entry, looked up, the tested form may be a part): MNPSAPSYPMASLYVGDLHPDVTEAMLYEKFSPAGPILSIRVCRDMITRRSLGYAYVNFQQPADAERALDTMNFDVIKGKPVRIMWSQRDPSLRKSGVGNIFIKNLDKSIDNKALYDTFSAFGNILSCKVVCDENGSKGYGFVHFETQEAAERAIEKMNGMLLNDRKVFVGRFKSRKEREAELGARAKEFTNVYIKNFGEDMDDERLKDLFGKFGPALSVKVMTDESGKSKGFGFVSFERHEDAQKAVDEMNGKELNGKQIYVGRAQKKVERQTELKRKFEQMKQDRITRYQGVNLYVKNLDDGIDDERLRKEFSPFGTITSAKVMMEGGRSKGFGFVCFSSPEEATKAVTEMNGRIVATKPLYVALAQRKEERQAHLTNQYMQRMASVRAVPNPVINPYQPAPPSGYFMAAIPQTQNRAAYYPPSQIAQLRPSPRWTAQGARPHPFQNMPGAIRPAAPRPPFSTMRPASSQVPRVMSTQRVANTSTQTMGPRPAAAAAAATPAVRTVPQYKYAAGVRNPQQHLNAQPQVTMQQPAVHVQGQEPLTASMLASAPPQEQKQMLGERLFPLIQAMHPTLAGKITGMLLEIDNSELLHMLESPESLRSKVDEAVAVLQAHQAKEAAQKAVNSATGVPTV
* hit, by the source's call.

Screening Cc1cc(CN2CCCC(C(=O)Nc3ccc(-c4nc5ccccc5[nH]4)cc3)C2)n[nH]1 (stereo not given) returned SKN-1 block 8, E coli Lon inh 5, MT1-MMP act inh 9, MsrA inh 1.1, FAS-TE inh -2, bovine MsrA act 0, Tb MetRS inh 1.4, CendR NRP1 mod -7 and MLLE-PAM2 inh 6.
`CCCCNC(=O)/C(=C/c1ccccc1)NC(C)=O` gave SKN-1 block 1, E coli Lon inh 2, MT1-MMP act inh -4, MsrA inh -0.3, FAS-TE inh -10, bovine MsrA act -2, Tb MetRS inh -1.2, CendR NRP1 mod -18 and MLLE-PAM2 inh 3.
O=C(CSc1nc2ccccc2n1CC(=O)N1CCCC1)NCc1ccc2c(c1)OCO2 was read as SKN-1 block 13, E coli Lon inh 0, MT1-MMP act inh 0, MsrA inh -1.3, FAS-TE inh -5, bovine MsrA act 1, Tb MetRS inh -0.6, CendR NRP1 mod -16 and MLLE-PAM2 inh -11.
`COc1ccccc1C(=O)Nc1ccc2[nH]ncc2c1` gave SKN-1 block 1, E coli Lon inh -4, MT1-MMP act inh -1, MsrA inh -0.6, FAS-TE inh -14, bovine MsrA act -8, Tb MetRS inh -1.2, CendR NRP1 mod -4 and MLLE-PAM2 inh -2.
For CCN(C(=O)CSc1nnc2ccccn12)c1c(N)n(Cc2ccccc2)c(=O)[nH]c1=O the results were SKN-1 block 0, E coli Lon inh -1, MT1-MMP act inh 0, MsrA inh -0.1, FAS-TE inh -8, bovine MsrA act 3, Tb MetRS inh -0.7, CendR NRP1 mod 0 and MLLE-PAM2 inh -3.
O=C1OCc2nc3cc4c(cc3c(-c3ccc(F)cc3)c21)OCO4 was read as SKN-1 block 10, E coli Lon inh 5, MT1-MMP act inh -2, MsrA inh 0.4, FAS-TE inh 10, bovine MsrA act -4, Tb MetRS inh 0.2, CendR NRP1 mod 0 and MLLE-PAM2 inh -9.
CN(C(=O)CSc1nc2ccccc2c(=O)n1-c1ccc(F)cc1F)C1CCS(=O)(=O)C1 (stereo not given) was read as SKN-1 block 15, E coli Lon inh -4, MT1-MMP act inh -7, MsrA inh -0.7, FAS-TE inh -8, bovine MsrA act 1, Tb MetRS inh -0.1, CendR NRP1 mod 12 and MLLE-PAM2 inh -16.
Cc1ccc(C(=O)C=Cc2cccc(C)c2)cc1 was read as SKN-1 block 24, E coli Lon inh -5, MT1-MMP act inh -2, MsrA inh 0.8, FAS-TE inh -2, bovine MsrA act -2, Tb MetRS inh 0.0, CendR NRP1 mod -8 and MLLE-PAM2 inh -11.
For COc1ccccc1N(C)S(=O)(=O)c1ccc(C(=O)NCc2ccc3c(c2)OCO3)cc1 the results were SKN-1 block -1, E coli Lon inh 4, MT1-MMP act inh 1, MsrA inh 1.5, FAS-TE inh 14, bovine MsrA act -1, Tb MetRS inh 0.0, CendR NRP1 mod 4 and MLLE-PAM2 inh -4.
Screening CC1C(=O)N(Cc2cn(CCC3OCCO3)nn2)CCS(=O)(=O)N1Cc1ccc(-c2ccncc2)cc1 (stereo not given) returned SKN-1 block 5, E coli Lon inh 2, MT1-MMP act inh 3, MsrA inh -0.7, FAS-TE inh -6, bovine MsrA act -2, Tb MetRS inh -0.1, CendR NRP1 mod -2 and MLLE-PAM2 inh -12.
`COc1ccc2nc(C)cc(Nc3cccc(C(=O)O)c3)c2c1` gave SKN-1 block 13, E coli Lon inh -4, MT1-MMP act inh 2, MsrA inh 1.6, FAS-TE inh -8, bovine MsrA act -4, Tb MetRS inh 0.1, CendR NRP1 mod -4 and MLLE-PAM2 inh 3.
`O=C(CN1CCN(Cc2ccccc2Cl)CC1)N/N=C/C=C/c1ccco1` gave SKN-1 block 0, E coli Lon inh 1, MT1-MMP act inh -1, MsrA inh 2.0, FAS-TE inh -8, bovine MsrA act -5, Tb MetRS inh -0.1, CendR NRP1 mod -13 and MLLE-PAM2 inh -14.

Two records picked at random from the list so far:
Cc1ccc(C(=O)C=Cc2cccc(C)c2)cc1 was read as SKN-1 block 24, E coli Lon inh -5, MT1-MMP act inh -2, MsrA inh 0.8, FAS-TE inh -2, bovine MsrA act -2, Tb MetRS inh 0.0, CendR NRP1 mod -8 and MLLE-PAM2 inh -11.
O=C1OCc2nc3cc4c(cc3c(-c3ccc(F)cc3)c21)OCO4 was read as SKN-1 block 10, E coli Lon inh 5, MT1-MMP act inh -2, MsrA inh 0.4, FAS-TE inh 10, bovine MsrA act -4, Tb MetRS inh 0.2, CendR NRP1 mod 0 and MLLE-PAM2 inh -9.

(next part)
`CC(C)N1C(=O)c2ccccc2C1C(=O)NCCc1ccccc1` (stereo not given) gave SKN-1 block 4, E coli Lon inh 5, MT1-MMP act inh 0, MsrA inh 0.5, FAS-TE inh -2, bovine MsrA act -2, Tb MetRS inh -1.4, CendR NRP1 mod -4 and MLLE-PAM2 inh -4.
Screening CCOc1ccc(CCNC(=O)c2cccc3c2C(=O)N(CCOC)C3)cc1OCC returned SKN-1 block 19, E coli Lon inh -8, MT1-MMP act inh -2, MsrA inh 0.3, FAS-TE inh 0, bovine MsrA act -2, Tb MetRS inh -0.4, CendR NRP1 mod -1 and MLLE-PAM2 inh 9.
For CCc1ccccc1NC(=O)c1ccc(F)c(S(=O)(=O)N2CCC(C(N)=O)CC2)c1 the results were SKN-1 block 2, E coli Lon inh 0, MT1-MMP act inh 2, MsrA inh -0.2, FAS-TE inh -3, bovine MsrA act -1, Tb MetRS inh -0.1, CendR NRP1 mod 8 and MLLE-PAM2 inh -1.
For O=S(=O)(c1ccccc1)N1CCN(c2ncnc3scc(-c4ccccc4)c23)CC1 the results were SKN-1 block -8, E coli Lon inh 0, MT1-MMP act inh -2, MsrA inh -0.8, FAS-TE inh 17, bovine MsrA act -3, Tb MetRS inh -0.4, CendR NRP1 mod -14 and MLLE-PAM2 inh -25.
`COC(=O)c1ccc(N/C=C/C(=O)c2ccc(OC)c(OC)c2)cc1` gave SKN-1 block 0, E coli Lon inh -2, MT1-MMP act inh 0, MsrA inh 2.2, FAS-TE inh -5, bovine MsrA act -2, Tb MetRS inh -0.1, CendR NRP1 mod 5 and MLLE-PAM2 inh -9.
`CNC(=S)N1CCN(c2c(F)cc3c(=O)c(C(=O)O)cn(C4CC4)c3c2OC)CC1C` (stereo not given) gave SKN-1 block -9, E coli Lon inh 0, MT1-MMP act inh 0, MsrA inh 2.1, FAS-TE inh -6, bovine MsrA act 2, Tb MetRS inh 0.0, CendR NRP1 mod -6 and MLLE-PAM2 inh -108.
For CCN1CCN(c2nc3c(C)cccn3c(=O)c2/C=C(\C#N)C(=O)NCCOC)CC1 the results were SKN-1 block -8, E coli Lon inh 13, MT1-MMP act inh 0, MsrA inh 1.8, FAS-TE inh 3, bovine MsrA act -3, Tb MetRS inh -0.8, CendR NRP1 mod 5 and MLLE-PAM2 inh 11.
Screening CC(C)Oc1cc(C(=O)NC2CCCCC2)c2ccccc2n1 returned SKN-1 block -4, E coli Lon inh 1, MT1-MMP act inh -3, MsrA inh 1.4, FAS-TE inh 7, bovine MsrA act -6, Tb MetRS inh -0.6, CendR NRP1 mod 7 and MLLE-PAM2 inh -8.
For C=CCNC(=O)C(C(=O)OCC)C1CCCCC1 (stereo not given) the results were SKN-1 block 13, E coli Lon inh -2, MT1-MMP act inh -2, MsrA inh 0.9, FAS-TE inh -8, bovine MsrA act -5, Tb MetRS inh -0.1, CendR NRP1 mod -7 and MLLE-PAM2 inh 9.
For Cc1sc(-n2c(C)ccc2C)c(C#N)c1C the results were SKN-1 block -5, E coli Lon inh -4, MT1-MMP act inh -10, MsrA inh -0.5, FAS-TE inh 10, bovine MsrA act -8, Tb MetRS inh -0.8, CendR NRP1 mod -2 and MLLE-PAM2 inh 32.
`O=C(NCc1ccc(N2CCCC2=O)cc1)Nc1cccc(Cl)c1` gave SKN-1 block 3, E coli Lon inh -3, MT1-MMP act inh -5, MsrA inh 0.2, FAS-TE inh -7, bovine MsrA act -1, Tb MetRS inh -0.1, CendR NRP1 mod -3 and MLLE-PAM2 inh 4.
O=C(CSc1nc2c(cnn2-c2ccccc2)c(=O)[nH]1)NC1CCS(=O)(=O)C1 (stereo not given) was read as SKN-1 block -4, E coli Lon inh -2, MT1-MMP act inh 3, MsrA inh 0.3, FAS-TE inh -4, bovine MsrA act -4, Tb MetRS inh 0.1, CendR NRP1 mod -7 and MLLE-PAM2 inh -25.
For COc1ccc(-n2nnc3c(=O)n(CC(=O)N4CCC(C)CC4)cnc32)cc1 the results were SKN-1 block -1, E coli Lon inh -3, MT1-MMP act inh 0, MsrA inh 1.1, FAS-TE inh -7, bovine MsrA act -2, Tb MetRS inh -0.2, CendR NRP1 mod -6 and MLLE-PAM2 inh -6.
Screening Cc1ccc(-c2nc3c4ccccc4ccn3c2Cc2ccsc2)cc1 returned SKN-1 block -6, E coli Lon inh -6, MT1-MMP act inh 1, MsrA inh 2.2, FAS-TE inh 5, bovine MsrA act -2, Tb MetRS inh 0.3, CendR NRP1 mod -30 and MLLE-PAM2 inh -23.
`C=CCn1c(SCC(=O)Nc2cc(Cl)ccc2C(=O)O)nc2sc(C)c(C)c2c1=O` gave SKN-1 block 16, E coli Lon inh 0, MT1-MMP act inh 2, MsrA inh -0.1, FAS-TE inh 26, bovine MsrA act 1, Tb MetRS inh -0.6, CendR NRP1 mod -51 and MLLE-PAM2 inh 7.
`O=c1oc2ccccc2c(Nc2cccc3cccnc23)c1[N+](=O)[O-]` gave SKN-1 block 12, E coli Lon inh -11, MT1-MMP act inh -11, MsrA inh 1.9, FAS-TE inh -2, bovine MsrA act -6, Tb MetRS inh 0.1, CendR NRP1 mod -5 and MLLE-PAM2 inh 13.
`CCCCCCCC(=O)N1CCN(c2cc3c(cc2F)c(=O)c(C(=O)O)cn3CC)CC1` gave SKN-1 block 8, E coli Lon inh -12, MT1-MMP act inh -1, MsrA inh -1.3, FAS-TE inh 0, bovine MsrA act -5, Tb MetRS inh -0.7, CendR NRP1 mod 4 and MLLE-PAM2 inh -3.
For O=C(COC(=O)c1ccccc1)NCc1cccs1 the results were SKN-1 block -8, E coli Lon inh -8, MT1-MMP act inh 0, MsrA inh 1.0, FAS-TE inh -8, bovine MsrA act -7, Tb MetRS inh -0.3, CendR NRP1 mod 8 and MLLE-PAM2 inh 0.
Screening O=C(COc1ccccc1Cl)Nc1ccccc1C(=O)N1CCCCC1 returned SKN-1 block -6, E coli Lon inh -4, MT1-MMP act inh 1, MsrA inh -0.9, FAS-TE inh -1, bovine MsrA act -4, Tb MetRS inh -0.2, CendR NRP1 mod 3 and MLLE-PAM2 inh -1.
`CCN1C(=O)[C@H]2[C@@H](c3ccc(-c4ccc5c(c4)OCO5)cc3)N3CCC[C@@]3(C(=O)OC)[C@H]2C1=O` gave SKN-1 block -16, E coli Lon inh 5, MT1-MMP act inh 3, MsrA inh -0.8, FAS-TE inh 32, bovine MsrA act -2, Tb MetRS inh 0.0, CendR NRP1 mod -3 and MLLE-PAM2 inh -5.
O=C(Cn1cnc2c(oc3ccccc32)c1=O)NCC1CCCO1 (stereo not given) was read as SKN-1 block 1, E coli Lon inh 3, MT1-MMP act inh 0, MsrA inh 0.7, FAS-TE inh -7, bovine MsrA act -7, Tb MetRS inh -1.0, CendR NRP1 mod 9 and MLLE-PAM2 inh -4.
`N#Cc1c(=O)c2nc(NCCCO)ncc2n2c(=O)c3ccccc3[nH]c12` gave SKN-1 block 7, E coli Lon inh -2, MT1-MMP act inh 7, MsrA inh 1.6, FAS-TE inh -1, bovine MsrA act -6, Tb MetRS inh -0.7, CendR NRP1 mod -17 and MLLE-PAM2 inh 16.

Screens deposited in PubChem BioAssay by several laboratories.
